FAS-TE inh: FAS thioesterase (human) inhibition; recombinant FAS-TE, OMFH fluorogenic substrate, fluorescence endpoint; 360,000 tested, 0.67% active; inhibition, % at 15 µM;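 active = compounds whose normalised, plate-corrected inhibition of enzyme fluorescence in the single-dose primary screen is 50% or more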;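 also: 0% = DMSO with enzyme and 100% = substrate without enzyme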
MsrA inhibitor: inhibitors of bovine MsrA; purified bovine MsrA, absorbance read-out; inhibition, % at 15.5 µM; 360,000 tested, 0.75% active; AID 651718; in the data active = inhibition above about 4.5%;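 also: 0% = vehicle wells with enzyme and 100% = reference inhibitor wells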
CendR NRP1 mod: NRP-1/CendR interaction modulation; O14786; FAM-RPARPAR peptide binding to NRP-1, fluorescence polarization; inhibition, % at 25 µM; 360,000 tested, 0.85% active; AID 602438;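 active = inhibition or corrected inhibition above about 18%, plus a signal ratio from 0.5 to 1.5, limit read from the data, passing the limit was not always enough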; also: strong numbers were not always called active
E coli Lon inh: inhibits E. coli Lon protease; inhibition, % at 7.94 µM; AID 602123; 360,000 tested, 0.42% active; purified E. coli Lon protease, fluorescence polarization; in the data active = inhibition above about 13%, passing the limit was not always enough;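 also: 0% = enzyme with probe and DMSO and 100% = no enzyme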
MT1-MMP act inh: blocks activation of human MT1-MMP; P50281; HT1080 RFP-PRO-GFP cells, GFP/RFP ratio fluorescence, overnight; percent of plate control window, DMSO zero; GFP/RFP ratio change, % at 20 µM; 360,000 tested, 0.061% active; AID 651647;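 active = GFP/RFP ratio change of at least 30% with cell ATP level not reduced by more than half and red fluorescence within 50% of control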; also: strong numbers were not always called active
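Assay system: HT1080 RFP-PRO-GFP cells. Benchmarks: DMSO vehicle wells and RFP-L50D-GFP reporter cell wells. Times: overnight cell settling, then overnight compound exposure, 37 °C, 5% CO2. Compound: 20 µM single dose, 1% DMSO. Read-out basis: GFP/RFP fluorescence ratio.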
Neddylation inh: inhibitors of human cullin neddylation. P61081+Q13564. TR-FRET cullin neddylation, biochemical. calls only at 25 µM. 360,000 tested, 0.58% active; in the data active = inhibition above about 36%
Rin1 Abl inh: inhibitors of human Rin1-Abl protein interaction; P00519+Q13671; TR-FRET Rin1/Abl binding, biochemical; inhibition, % at 7.35 µM; 360,000 tested, 0.4% active; AID 588664; in the data active = inhibition above about 5%, passing the limit was not always enough
bovine MsrA act: activates bovine MsrA enzyme; activation, % at 10.6 µM; purified bovine MsrA, absorbance read-out; AID 602163; 360,000 tested, 0.3% active; in the data active = activation above about 7.5%;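 also: 0% = vehicle and 100% = reference activator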
SKN-1 block: inhibitors of C. elegans SKN-1; inhibition, % at 21.8 µM; 360,000 tested, 0.49% active; C. elegans VP596 Pgst-4::GFP/RFP ratio, acrylamide-induced, 24 h;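 active = interference check ratio from 0.5 to 1.5 plus GFP to RFP signal ratio inhibition reaching or exceeding a fixed threshold, cut at about 30% in these data, passing the limit was not always enough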; also: some compounds called inactive have numbers as strong as hits
* marks the source's active call; other numbers are inactive results; i = inactive; x = no result given.

#1 Cc1cc(C(=O)N/N=C/c2ccc3c(c2)OCO3)c(C)o1
#2 CCC(=O)Nc1ccc(NC(=O)c2cccc(OC)c2)nc1
#3 Cc1cccc(N(CC(=O)NC2CCCCC2)C(=O)c2c(C)noc2C)c1
#4 COC(=O)c1ccc(C(=O)OC)c(NC(=O)CN(C)Cc2ccc(Cl)c(Cl)c2)c1
#5 COc1cc(OC)cc(C(=O)NCCC(=O)NCCc2ccc(OC)c(OC)c2)c1
#6 Cc1ccccc1-n1c(-c2ccc(Br)o2)n[nH]c1=S
#7 Cn1cccc1CNCc1ccccc1Cl
#8 CCn1cc(C(=O)NCCCN(C)c2ccccc2)c(=O)c2cc(S(=O)(=O)N(C)C)ccc21
assay / entry	1	2	3	4	5	6	7	8
FAS-TE inh	-1.4	-7.5	-3.1	22.1	-8.4	-7.5	-10.9	31.8
MsrA inhibitor	2.5	-0.6	-0.3	0.6	-1.2	0.8	-0.5	1.3
CendR NRP1 mod	10.4	-13.5	12.8	6.8	10.3	-5.2	-1.5	-9.8
E coli Lon inh	9.2	-6.7	-7.9	5.3	-9.5	8.4	-5.2	-5.5
MT1-MMP act inh	0.7	7.8	1.4	-3.6	-2.9	0.5	8.2	1.7
Neddylation inh	i	i	i	i	i	i	i	i
Rin1 Abl inh	-3.9	0.5	-0.7	-1.3	-0.8	0.0	2.7	-0.1
bovine MsrA act	-4.1	-7.9	-1.4	5.0	-2.1	-1.8	-2.2	-3.8
SKN-1 block	-4.9	-14.6	15.1	10.3	8.2	-3.9	15.6	-7.0

#9 COc1ccc(C(=O)N(C)Cc2ccccn2)cc1OC1CCN(C(C)C)CC1
#10 COC(=O)CCCC[C@@H]1O[C@H](CCc2ccccc2)Cc2[nH][nH]c(=O)c21
#11 CC(=O)NC(CC(=O)OCc1ccc([N+](=O)[O-])cc1)c1ccccc1 (configuration not stated)
#12 COC(=O)[C@]12CCCCC=C1N(CCC1=CCCCC1)C(=O)[C@H](CC(=O)NCCCCc1ccccc1)C2
#13 Cc1c(OCC(=O)NC2CCN(Cc3ccccc3)CC2)ccc2c3c(c(=O)oc12)CCC3
#14 O=C(NC(c1ccccc1)c1ccc2ccccc2n1)C1CCN(Cc2ccc(Oc3ccccc3)cc2)CC1 (configuration not stated)
#15 Cc1ccc(OCCNC(=O)c2cccc(C)c2)cc1
#16 Cc1occc1C(=O)N1CCCC(N2CCN(c3cccc(C(F)(F)F)c3)CC2)C1 (configuration not stated)
assay / entry	9	10	11	12	13	14	15	16
FAS-TE inh	-3.1	-25.9	5.1	12.6	6.3	17.6	0.8	5.2
MsrA inhibitor	0.7	-1.5	-0.4	0.5	0.5	0.2	-0.7	-0.8
CendR NRP1 mod	-16.5	-14.0	-0.2	6.4	-5.2	20.0*	5.3	0.6
E coli Lon inh	-0.8	-2.0	2.5	-3.3	-7.5	3.1	2.6	16.1
MT1-MMP act inh	-3.2	-3.2	-1.3	-5.9	2.5	1.3	-0.4	-1.7
Neddylation inh	i	i	i	i	i	i	i	i
Rin1 Abl inh	1.8	x	1.0	x	2.0	-0.9	-4.2	-2.2
bovine MsrA act	-1.9	-3.1	-9.8	-10.5	-0.3	2.5	-5.7	-3.1
SKN-1 block	9.8	-1.9	5.6	5.1	10.0	0.8	3.4	10.3

#17 Cc1[nH]c2ccccc2c1C(=O)CN1CCC2(CC1)OCCO2
#18 COc1ccc(C=C2SC(=S)NC2=O)cc1
#19 COc1ccc(C(=O)NC(=O)COC(=O)c2ccc(C)o2)cc1
#20 O=C(Nc1cccc2ccccc12)NC1CCCc2ccccc21 (configuration not stated)
#21 CC(C)(C)OC(=O)NCc1ccc(NC(=O)c2nc[nH]c2C(=O)N[C@@H](Cc2ccccc2)C(=O)OCc2ccccc2)cc1
#22 Cc1noc(C)c1C(=O)N1CCC1(C)C(=O)NS(=O)(=O)c1ccc(Br)cc1 (configuration not stated)
#23 O=C(CCN1C(=O)/C(=C/c2cccs2)SC1=S)NNC(=O)c1cccc(O)c1
#24 Cc1ccc(-n2nc(C)c3c2OC(N)=C(C#N)C3c2ccoc2)cc1 (configuration not stated)
assay / entry	17	18	19	20	21	22	23	24
FAS-TE inh	-6.4	8.8	-3.7	-6.2	32.3	-8.5	-9.3	-2.8
MsrA inhibitor	0.4	2.5	-1.5	0.1	0.5	0.3	0.0	0.6
CendR NRP1 mod	-6.5	-68.5	-6.7	10.5	-7.8	5.0	-142.9	6.8
E coli Lon inh	-5.1	-31.8	2.2	-6.2	5.2	-2.7	-72.9	3.7
MT1-MMP act inh	-3.6	-2.9	2.2	-0.7	-3.7	0.2	-13.4	-1.8
Neddylation inh	i	i	i	i	i	i	i	i
Rin1 Abl inh	-4.4	-1.0	0.2	-2.4	-0.5	-0.1	-2.5	4.9
bovine MsrA act	-1.1	-4.7	-2.6	-4.0	0.8	3.6	-3.6	5.1
SKN-1 block	-4.0	13.9	-12.7	10.3	2.6	11.1	14.1	-0.7

#25 Cc1ccc(-c2cn3cccnc3n2)cc1NC(=O)c1ccc(Br)o1
#26 CCCc1cc(C(=O)Nc2cccnc2Cl)no1
#27 Cc1cc(C(F)F)n2nc(C(=O)Nc3cccnc3Cl)nc2n1
#28 COC(=O)c1ccc(C(=O)Nc2cc(Cl)ccc2Cl)cc1NC(=O)c1ccc(N(C)C)cc1
#29 CCOc1nonc1C(=N)/C(C(C)=O)=C(\C)O
#30 CC1=C(C(=O)Nc2ccc(C)cc2)C(c2cccs2)NC(=S)N1 (configuration not stated)
#31 Cc1nc2ccccc2n1CSc1ccccc1
#32 COc1ccc(C(=O)OCC(=O)Nc2ccccc2)cc1[N+](=O)[O-]
assay / entry	25	26	27	28	29	30	31	32
FAS-TE inh	1.8	0.4	-4.3	2.7	-10.0	-10.1	-11.8	61.8*
MsrA inhibitor	2.1	0.1	1.2	0.1	0.8	1.0	0.0	0.1
CendR NRP1 mod	-16.4	13.8	7.5	4.4	8.0	-2.6	5.5	-0.2
E coli Lon inh	-4.7	4.7	2.2	0.9	9.6	8.3	8.6	-1.1
MT1-MMP act inh	17.2	3.2	0.1	0.0	3.4	1.1	3.0	0.7
Neddylation inh	x	i	i	i	i	i	i	i
Rin1 Abl inh	1.1	0.6	1.2	1.1	-0.1	-0.6	-2.3	2.0
bovine MsrA act	-8.2	0.0	-1.0	-4.3	-1.8	-1.4	-4.1	-6.4
SKN-1 block	4.4	-14.3	-13.7	-5.2	-6.5	4.7	11.1	-11.8

#33 Cn1c(=O)c2c(ncn2CC(=O)NC2CCCCC2)n(C)c1=O
#34 Cc1ccc(CNC(=O)Cn2ccc3ccccc3c2=O)o1
#35 CC(C)c1ccc(NC2CCCN(C(=O)C3=NN(C)C(=O)CC3)C2)cc1 (configuration not stated)
#36 CCCCN1C(=O)C(CC(=O)NC(c2ccccc2)c2ccccc2)CC(C(=O)N2CCCCCC2)=C1C (configuration not stated)
#37 COc1ccc(NC(=S)N2CCN(c3ccc([N+](=O)[O-])cc3)CC2)cc1OC
#38 O=C(O)c1ccc(N/N=C/c2cccc3nccnc23)cc1
#39 CC(C)CCOc1ccc(C2CC(=O)N(C)C2=O)cc1 (configuration not stated)
#40 N#C/C(=C\c1ccc(F)cc1)c1n[nH]c(Cn2cncn2)n1
assay / entry	33	34	35	36	37	38	39	40
FAS-TE inh	-3.9	-10.9	-4.4	13.7	7.8	-3.4	-7.4	-10.6
MsrA inhibitor	-1.1	1.0	-1.3	-1.4	1.1	5.3*	1.1	2.6
CendR NRP1 mod	9.8	-10.1	16.5	-4.5	9.7	-7.7	-8.9	4.5
E coli Lon inh	2.1	-11.1	0.4	1.1	-4.5	0.4	8.3	-3.1
MT1-MMP act inh	0.5	6.9	-1.9	6.6	5.6	-26.5	5.8	0.5
Neddylation inh	i	i	i	i	i	i	i	i
Rin1 Abl inh	-1.3	0.0	1.8	x	-0.3	-2.0	2.1	2.6
bovine MsrA act	-8.3	-8.0	-3.8	-1.7	-9.6	-8.4	-7.7	-1.6
SKN-1 block	-21.9	12.3	7.5	18.2	-6.4	-12.0	-3.2	-20.6

#41 Cc1cc(C)n2cc(COc3ccccc3)nc2n1
#42 Cc1cccnc1C(NC(=O)C1CCN(Cc2ccc(Oc3ccccc3)cc2)CC1)c1ccccc1 (configuration not stated)
#43 COc1c(C)cc(Br)cc1C(=O)NC(=S)NCc1ccco1
#44 CCOc1ccc(C(=O)NCC(=O)OCCCOC(=O)CNC(=O)c2ccc(OCC)cc2)cc1
#45 CC(C)c1cc(NCC2CCCO2)n2c(nc3ccccc32)c1C#N (configuration not stated)
#46 CCc1cc(C(=O)c2ccccc2OC)c(N)s1
#47 O=C(COc1cc2oc(=O)c3c(c2cc1Cl)CCC3)NCC(O)c1ccccc1 (configuration not stated)
#48 COC(=O)c1ccc(OCCOc2ccccc2C)cc1
assay / entry	41	42	43	44	45	46	47	48
FAS-TE inh	-7.9	12.2	41.4	-3.0	-5.1	-5.1	0.1	28.0
MsrA inhibitor	0.3	x	-0.2	-0.2	-0.6	0.5	-0.9	0.8
CendR NRP1 mod	-12.0	-0.6	5.9	7.3	-24.6	0.9	-1.6	-8.2
E coli Lon inh	0.4	-15.5	0.3	4.7	-3.9	-2.3	3.0	6.1
MT1-MMP act inh	-2.1	-0.2	-4.2	-0.2	0.0	6.8	3.8	-0.2
Neddylation inh	x	i	i	i	x	i	i	i
Rin1 Abl inh	1.1	-2.1	-0.8	3.5	-7.2	3.7	-3.2	-0.9
bovine MsrA act	-2.1	-3.1	-0.8	-2.1	-1.3	-13.8	-2.4	-4.5
SKN-1 block	7.2	8.1	8.4	-8.3	11.8	-8.5	10.0	4.6

#49 CCCCn1c(SCN2C(=O)c3ccccc3C2=O)nc2cc(S(N)(=O)=O)ccc21
#50 Cc1cc(S(=O)(=O)NCCCN2CCOCC2)c(Cl)cc1Cl
#51 Clc1ccc(/C=N/Nc2ncnc3nc[nH]c23)cc1
#52 O=C(CN(Cc1ccccc1)C(=O)CCC(=O)Nc1nccs1)NCc1ccc(F)cc1
#53 COc1ccc2[nH]c(C)cc(=O)c2c1
#54 Cc1ccc(S(=O)(=O)N2CCN(C(=O)C(Cc3ccccc3)NC(=O)c3ccccc3)CC2)cc1 (configuration not stated)
#55 CCOCc1nc(C)c(Cl)c(NS(=O)(=O)c2ccc(N)cc2)n1
#56 CCN(CC)S(=O)(=O)c1ccc(Cl)c(OC)c1
assay / entry	49	50	51	52	53	54	55	56
FAS-TE inh	4.3	-4.1	-35.7	-5.0	-5.5	-5.5	-4.0	-3.7
MsrA inhibitor	-0.8	0.0	3.9	0.4	0.8	0.9	1.2	0.1
CendR NRP1 mod	-2.8	16.7	-4.0	-11.7	8.7	-1.9	9.6	-0.2
E coli Lon inh	-6.4	5.3	-5.3	7.2	0.6	0.3	8.2	-0.4
MT1-MMP act inh	2.2	0.6	10.9	2.5	3.3	3.4	-0.8	-4.7
Neddylation inh	i	i	i	i	i	i	i	i
Rin1 Abl inh	0.2	0.1	-6.5	3.7	2.8	4.8	-3.6	-2.8
bovine MsrA act	-0.7	0.5	-3.3	-2.0	-1.7	-1.0	4.1	-11.0
SKN-1 block	10.4	12.8	-12.6	3.7	10.9	-5.8	-2.0	-1.4

Another view of part of the listing above.
# | SMILES | FAS-TE inh | MsrA inhibitor | CendR NRP1 mod | E coli Lon inh | MT1-MMP act inh | Neddylation inh | Rin1 Abl inh | bovine MsrA act | SKN-1 block
45 | CC(C)c1cc(NCC2CCCO2)n2c(nc3ccccc32)c1C#N (configuration not stated) | -5.1 | -0.6 | -24.6 | -3.9 | 0.0 | x | -7.2 | -1.3 | 11.8
46 | CCc1cc(C(=O)c2ccccc2OC)c(N)s1 | -5.1 | 0.5 | 0.9 | -2.3 | 6.8 | i | 3.7 | -13.8 | -8.5
47 | O=C(COc1cc2oc(=O)c3c(c2cc1Cl)CCC3)NCC(O)c1ccccc1 (configuration not stated) | 0.1 | -0.9 | -1.6 | 3.0 | 3.8 | i | -3.2 | -2.4 | 10.0
48 | COC(=O)c1ccc(OCCOc2ccccc2C)cc1 | 28.0 | 0.8 | -8.2 | 6.1 | -0.2 | i | -0.9 | -4.5 | 4.6
